M1 ag parental – M1 agonist counterscreen hit in parental CHO-K1 cells; 360,000 compounds, 0.48% hits; activation, % at 3 µM; Fluo-8 calcium fluorescence; scaled to maximal ATP response, vehicle zero; AID 602248; in the data active means activation above about 15%;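 further: untransfected CHO-K1 host cells lacking M1 receptor as counterscreen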
CHRM1 antagonist – human CHRM1 antagonism; P11229; CHO-K1 hM1, Fluo-8 calcium fluorescence, ACh EC80 antagonist; inhibition, % at 3 µM; 360,000 compounds, 1.3% hits; AID 588852;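 active means percent inhibition above its own plate's cutoff, namely the mean of that plate's compound wells plus 3 SD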;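 further: peak over basal fluorescence ratio during 140 s after agonist addition; 0% = ACh EC80 plus DMSO and 100% = DMSO alone without agonist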
Target sequence (P11229 whole entry, looked up): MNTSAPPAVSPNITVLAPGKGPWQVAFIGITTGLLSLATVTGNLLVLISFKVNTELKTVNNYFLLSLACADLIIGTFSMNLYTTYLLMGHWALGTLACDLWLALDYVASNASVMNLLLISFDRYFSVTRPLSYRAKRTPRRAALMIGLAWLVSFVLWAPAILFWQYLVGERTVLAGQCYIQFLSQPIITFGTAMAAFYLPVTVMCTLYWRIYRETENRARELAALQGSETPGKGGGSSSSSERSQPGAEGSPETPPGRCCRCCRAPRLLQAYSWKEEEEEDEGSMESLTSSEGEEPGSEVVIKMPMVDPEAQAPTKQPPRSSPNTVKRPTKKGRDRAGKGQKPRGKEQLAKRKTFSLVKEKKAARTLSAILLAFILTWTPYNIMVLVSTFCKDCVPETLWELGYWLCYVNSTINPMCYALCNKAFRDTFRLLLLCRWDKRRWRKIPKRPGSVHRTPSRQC
CHO-K1 Ca antag – M1 antagonist counterscreen hit in parental CHO-K1 cells; ATP-induced calcium, Fluo-8 fluorescence; 360,000 compounds, 0.6% hits; AID 602250; inhibition, % at 3 µM;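 active means inhibition above a per-plate cutoff, the plate's mean sample inhibition plus 3 SD, cut at about 24% in these data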;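 further: 0% = DMSO plus EC80 ATP and 100% = DMSO alone without ATP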
CHRM1 PAM – human CHRM1 positive allosteric modulation; P11229; CHO-K1 hM1, Fluo-8 calcium fluorescence, ACh EC20; 0% = ACh EC20, 100% = maximal ACh; activation, % at 3 µM; 360,000 compounds, 0.088% hits; in the data active means activation above about 19%, passing the limit was not always enough
TAAR1 antagonist – human TAAR1 antagonism; Q96RJ0; CHO RD-HGA16 TAAR1, Fluo-8 calcium fluorescence, antagonist; inhibition, % at 3 µM; 360,000 compounds, 1.5% hits; AID 624466;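 active means inhibition above a per-plate cutoff, the mean inhibition of test compounds on that plate plus 3 SD, cut at about 49% in these data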;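 further: 0% = DMSO plus EC80 beta-PEA response and 100% = DMSO alone without agonist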
Target sequence (Q96RJ0 whole entry, looked up): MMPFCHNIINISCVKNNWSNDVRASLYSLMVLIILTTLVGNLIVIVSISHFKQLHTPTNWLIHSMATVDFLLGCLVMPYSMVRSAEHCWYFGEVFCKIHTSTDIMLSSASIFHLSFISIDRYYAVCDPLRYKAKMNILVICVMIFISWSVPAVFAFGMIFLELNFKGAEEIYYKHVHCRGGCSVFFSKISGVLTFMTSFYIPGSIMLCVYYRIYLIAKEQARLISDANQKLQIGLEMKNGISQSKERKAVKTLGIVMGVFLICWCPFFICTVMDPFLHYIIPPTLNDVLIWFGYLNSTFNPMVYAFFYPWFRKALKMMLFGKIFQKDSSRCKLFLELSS
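Assay system: CHO-derived RD-HGA16 cells stably expressing human TAAR1 plus Gα16. Timing: 140 s kinetic read after compound, 140 s after agonist. Technique: kinetic Fluo-8 calcium fluorescence measurement. Measure: % inhibition of agonist calcium response.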
TAAR1 ag – human TAAR1 agonism; Q96RJ0; CHO RD-HGA16 TAAR1, Fluo-8 calcium fluorescence; vehicle wells 0%, saturating PEA agonist 100%; activation, % at 3 µM; 360,000 compounds, 0.99% hits; AID 624467;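 active means activation above the mean activation of all test compounds in the run plus 3 SD, cut at about 38% in these data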
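Signal – calcium-sensitive Fluo-8 signal, excitation 470-495, emission 515-575 nm · System – RD-HGA16 (CHO) cells co-expressing Gα16 and hTAAR1 · Incubation – 17-24 h seeding, 75 min 37 °C dye, 30 min RT · Compound dosing – 3 µM single concentration · Repeats – no replicates (n 1)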
CHRM1 agonist – human M1 muscarinic receptor agonism; P11229; CHO-K1 hM1, Fluo-8 calcium fluorescence, agonist mode; 0% DMSO, 100% acetylcholine EC100; activation, % at 3 µM; 360,000 compounds, 0.33% hits; AID 588814;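 active means activation above the run's mean compound activation plus 3 SD, cut at about 16% in these data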;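 further: peak over basal fluorescence ratio within a 140 s kinetic read after compound addition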
CHO parental Ca – signal in parental CHO cells, OX1R antagonist counter-screen | parental CHO-K1, ATP-induced calcium, Fluo-8 fluorescence | 330,000 compounds, 0.63% hits | inhibition, % at 5.6 µM | AID 463079;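 active means inhibition above that plate's mean sample inhibition plus 3 SD, cut at about 26% in these data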;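 further: 0% = ATP-challenged DMSO wells and 100% = DMSO wells without ATP; some compounds past the cut are filed as inactive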
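Assay system – parental CHO cells · Reagent – ATP stimulus · Detection – intracellular calcium via Fluo-8 no-wash fluorescent dye · Evaluation – percent inhibition of ATP-evoked calcium rise, normalized to controls · Controls – ATP wells versus no-ATP DMSO wells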
CHO-K1 Ca PAM – M1 PAM counterscreen hit in parental CHO-K1 cells; activation, % at 3 µM; ATP EC20, Fluo-8 calcium fluorescence; 0% at ATP EC20, 100% at ATP max; 360,000 compounds, 0.02% hits; AID 602247;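 active means activation above the run cutoff, the mean activation of all test compounds plus 3 SD, cut at about 40% in these data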;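 further: peak over basal fluorescence ratio in a 140 s read after ATP addition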
* hit, by the source's call; . = not tested or not shown.

molecule	CHO parental Ca	TAAR1 ag	TAAR1 antagonist	CHO-K1 Ca PAM	M1 ag parental	CHO-K1 Ca antag	CHRM1 antagonist	CHRM1 PAM	CHRM1 agonist
CC(C)(C)c1ccc(OCc2ccc(C(=O)NN)o2)cc1	-17	4	-15	13	0.5	-10	-10	5	-1
Cc1cc(NS(=O)(=O)c2ccc(NC(=O)c3cnc4scc(C)n4c3=O)cc2)nc(C)n1	-8	0	-12	2	0.1	8	-2	3	-4
COc1ccc(CNC(=O)c2ccc3oc(C(C)C)nc3c2)cc1	.	0	-15	8	0.5	-6	-21	16	2
NS(=O)(=O)c1ccc(NC(=O)CCC(=O)c2ccc(Cl)s2)cc1	13	1	-1	8	0.4	-5	-16	21	-3
COc1ccc(C2(C(=O)N3CCCC3)CCOCC2)cc1OC	-6	5	-6	-12	-0.3	14	16	-7	-5
FC(F)(F)c1cccc(NC(=S)N2CCCC2)c1	-11	.	.	3	1.0	-9	-10	6	-2
CC(=O)Nc1cccc(-c2ccnc3c2CC(C(=O)Nc2cccc(NS(C)(=O)=O)c2)O3)c1 (stereo not given)	.	1	5	8	-0.1	-7	-6	7	0
C#CCNC(=O)C1=C[C@@H](C)C[C@@H](OCc2ccc(CO)cc2)O1	-5	1	0	-11	-0.1	2	0	0	2
N#Cc1c(NC(=O)C(=O)NCCCN2CCOCC2)sc2c1CCC2	-14	1	-8	16	1.0	-17	-17	15	-3
O=C(NCc1cccs1)C1CCN(S(=O)(=O)c2cccc3nsnc23)CC1	2	3	-5	21	0.7	-5	-34	8	-3
COC(=O)Nc1ncc(CN2CCC(c3ccccc3)CC2)s1	-5	3	5	15	0.1	-8	-7	2	-5
CCc1ccc2[nH]c3nc(SCc4nnc(-c5ccc(C)cc5)o4)nnc3c2c1	-14	3	-15	20	0.2	6	-35	12	-2
O=C1c2ccccc2C(=O)N1CCC#Cc1ccc2cc(C3(O)CCCCC3)oc(=O)c2c1	-14	16	75*	10	1.7	-12	9	-5	-5
O=C(NCCN1CCC(n2c(=O)[nH]c3ccccc32)CC1)c1cccs1	.	1	21	2	0.7	13	.	.	.
COc1ccc(OC)c(NC(=O)C2CCC(CNc3c(N4CCC(C)CC4)c(=O)c3=O)CC2)c1 (stereo not given)	-6	-3	-9	33	-0.5	-13	-31	16	-6
O=C(/C=C/c1ccc(S(=O)(=O)N2CCOCC2)cc1)N1CCN(c2ccc(F)cc2)CC1	18	2	-44	5	6.8	-12	10	-2	2
Cc1noc(C)c1C(=O)N1CCCC(N2CCN(c3cccc(C(F)(F)F)c3)CC2)C1 (stereo not given)	-5	5	-8	13	3.2	-9	-7	7	-3
O=C(NC(=S)NC1CCCC1)c1ccccc1	-10	2	-35	-7	0.3	1	10	-4	-3
CCn1nc(NS(=O)(=O)c2ccc(NC(C)=O)cc2)c2cc3ccccc3nc21	-3	2	-18	8	0.6	-20	-1	1	-3
CCOC(=O)CSc1nnc(CSc2nc3ccccc3s2)n1C	-1	1	-9	12	0.5	-14	-8	10	-1
Cc1c(C=O)cnn1CCC(=O)O	-1	7	-22	5	0.2	3	4	-6	-3
NS(=O)(=O)c1ccc(N=C2C(=O)Nc3ccccc32)cc1	-6	1	11	-12	0.4	9	-6	8	0
COc1ccc(-c2[nH][nH]c(=O)c2NC(=O)c2ccc([N+](=O)[O-])cc2)cc1	.	0	6	11	0.5	-15	-25	1	-1
CC12CCC(=O)N1C(C(=O)OCC(=O)Nc1ccc(Cl)c(Cl)c1)CS2 (stereo not given)	-3	17	17	-13	5.8	12	9	-1	0
CCCCNC(=O)C1(C)CCCCN1C(=O)c1cc(-c2ccccc2)cs1 (stereo not given)	.	1	2	-4	0.1	-2	-3	0	-2
Cc1ccc(Sc2nc(-c3ccccc3)ccc2C#N)cc1	7	8	-1	11	0.1	2	-5	5	-2
CC(=O)N(C)c1ccc(OCC(O)Cn2c3ccc(Cl)cc3c3cc(Cl)ccc32)cc1 (stereo not given)	67*	17	42	10	1.2	7	-19	3	0
CCc1ccccc1N(CC(=O)OC)S(C)(=O)=O	-6	5	-11	3	0.2	-5	-17	-1	-2
c1ccc(CCNc2ncnc3sccc23)nc1	10	5	-10	5	11	-11	2	-6	-1
CC1CCCC(C)N1C(=O)c1ccc(S(=O)(=O)N2CCCC2)cc1 (stereo not given)	-9	1	7	7	0.1	-8	7	-3	-6
CCC1Oc2ccc(C)cc2N(CC(=O)N2CCN(c3ccc(F)cc3)CC2)C1=O (stereo not given)	-25	.	.	13	1.4	-9	-9	2	-2
NC(=O)NC(=O)CSc1cccc(C(F)(F)F)c1	-6	2	-13	21	0.4	-14	-14	7	-4
CN(C)C(=O)CCC(=O)N1CCCC(C(=O)c2ccc3c4c(cccc24)CC3)C1 (stereo not given)	-12	3	-33	6	1.3	-15	2	5	-5
N#Cc1ccc(OCC(=O)N/N=C(\CCC(=O)O)c2cccs2)cc1	-10	4	0	-2	-0.3	-5	-3	6	-6
O=C(COC(=O)c1cc(S(=O)(=O)N2CCOCC2)ccc1F)Nc1ccccc1C(F)(F)F	.	2	2	7	1.8	-2	-9	4	-1
Cc1ccc(S(=O)(=O)NC(=O)NCc2ccc(Cl)cc2)cc1	-3	2	12	10	0.3	2	-7	4	-4
CC1c2cc3c(cc2CCN1C(=O)c1cccc(F)c1)OCCCO3 (stereo not given)	-20	0	-30	-14	1.1	-4	-7	-1	-5
O=C(CSc1nnc(CNc2ccc(F)cc2)n1Cc1ccccc1)NCc1ccccc1	-33	9	20	12	3.3	1	-3	5	5
COCCN(C(=O)CSc1nnc(-c2ccccc2F)o1)c1c(N)n(CC(C)C)c(=O)[nH]c1=O	1	2	-19	-6	1.7	6	-10	8	-1
O=C(O)C1CCCCC1C(=O)Nc1ccccc1F (stereo not given)	12	3	-8	-5	0.5	2	9	-3	-4
COC(=O)[C@]1(C)N[C@H](CN(C)C(=O)Nc2ccccc2)[C@@H]2C(=O)N(C)C(=O)[C@@H]21	-1	1	0	1	0.1	-21	-16	9	-1
CCCn1c(C)c(C(=O)OCC)c(O)c(-c2ccccc2)c1=O	-6	0	-7	24	0.1	-12	-12	20	3
Cc1ccc(C)c(N2C(=O)CC(Cc3ccc(Br)cc3)C2=O)c1 (stereo not given)	-17	1	15	-6	0.6	1	3	0	-4
Cc1cnc(C(=O)Nc2ccccc2F)cn1	-3	8	-14	8	0.0	-13	-14	13	-4
COc1ccc(N2CCN(S(=O)(=O)c3cnc[nH]3)CC2)cc1	-12	0	5	15	1.0	-14	-13	4	-1
COP(=O)(c1ccc(N(C)C)cc1)C(O)c1ccccc1 (stereo not given)	6	-2	3	-3	0.6	-10	-9	5	-2
O=C(Cn1nc(Cc2cccnc2)c2ccccc2c1=O)Nc1cc(F)ccc1F	-13	-1	1	20	0.8	-18	-24	4	0
COc1ccc(CN2CCSCC2)cc1O	-7	4	-13	12	0.6	-15	-11	8	-3
COc1ccc(S(=O)(=O)N(Cc2cccs2)C2CCCC2)cc1	44*	12	0	9	0.0	-1	2	-9	-5
CC1COC(=C2C(=O)OCC2C)C1 (stereo not given)	.	-1	-9	-1	-0.1	3	4	-3	-3
CCN(CC)S(=O)(=O)c1ccc(NC(=S)NC(=O)CC(C)C)cc1	-13	15	42	12	4.6	-13	0	-3	-8
O=C(NN1CCCCC1)c1cnn2c(C(F)F)cc(-c3ccccc3)nc12	-20	4	-1	19	0.7	0	10	-7	-3
Cn1ccc2c(-c3cccc(C=O)c3)cc3c(c21)C1CCC3C1 (stereo not given)	.	-1	-16	13	-0.1	4	0	9	5
CC(C)(C)c1ccc(OCC(=O)N(c2ccccn2)C2CCCCC2)cc1	52*	0	-7	-6	0.5	7	11	-4	-4
O=C(NCCSc1ccc(Br)cc1)c1ccc2nc[nH]c2c1	-1	8	-3	0	6.8	-3	1	0	-1
COc1ccc(/C=C/C(=O)Nc2ccc(OC)cc2[N+](=O)[O-])cc1	-11	0	-1	-8	0.9	9	-6	5	-5
CN(Cc1ccccc1)C(=O)c1nc[nH]c1C(=O)N1CCN(C(=O)OC(C)(C)C)CC1	-5	6	-2	-12	0.0	-5	13	-7	-3
Fc1cccc(CN2CCCCCCC2)c1	-2	12	5	-4	-0.6	-34	-4	2	-13
Cc1ccc(NC(=S)NCc2ccco2)c(C)c1	-3	0	-5	11	0.2	-5	-3	1	-4
NC(N)=S	-2	0	-1	6	0.9	-1	-16	0	-3

The list goes on:
molecule	CHO parental Ca	TAAR1 ag	TAAR1 antagonist	CHO-K1 Ca PAM	M1 ag parental	CHO-K1 Ca antag	CHRM1 antagonist	CHRM1 PAM	CHRM1 agonist
Nc1c(S(=O)(=O)c2ccccc2)c2nc3ccccc3nc2n1/N=C/c1cccc(O)c1	4	8	26	11	0.2	-5	-25	3	-1
CC(=O)Nc1ccc(NC(=O)C2CCCN2C(=O)Nc2ccc(F)cc2)cc1 (stereo not given)	-17	7	-3	-9	0.2	6	6	-7	-2
CC(c1cccs1)N(Cc1ccco1)C(=S)Nc1ccccc1Cl (stereo not given)	0	-2	-7	-22	-0.1	5	-3	2	-4
CCC(O)(CC)C(=O)NN(C(=O)Nc1csc2c1CCCC2)c1ccccc1	-9	2	0	26	-0.3	-7	-12	12	-7
O=C(Cn1cnc2c(nnn2-c2cccc(F)c2)c1=O)Nc1ccc2c(c1)OCCO2	11	1	-5	15	1.1	-10	1	-1	-3
COc1cc(C(=S)N2CCOCC2)cc(OC)c1OC(=O)c1ccc(C)cc1	.	4	-14	21	0.5	-10	-29	16	2
CNCCCOc1ccc(C)cc1OC	-8	0	13	-9	0.2	11	3	-1	-6
O=C(NCCc1c[nH]c2ccccc12)C(=O)NCC1OCCCN1S(=O)(=O)c1ccc(F)cc1 (stereo not given)	-9	23	6	-4	2.7	10	7	-8	-2
COc1cc2c(cc1OC)C1=CC(=O)C(=O)N1C(C)(C)C2	-19	12	-4	12	1.8	-2	-7	7	-13
COc1ccc(-n2c(SC)nnc2-c2c[nH]c3ccccc23)cc1	5	0	-15	-9	0.3	-9	-19	21	4
CCOc1ccc(-c2ccc(SCC(=O)Nc3nnc(CC)s3)nn2)cc1	-15	2	-10	-2	0.7	-18	2	7	-1
